influenza NS1A = H1N1 influenza NS1A inhibitors, functional cell based assay (AID 504329); 340,000 compounds, 0.3% hits; inhibition, % at 12.5 µM; hits with a dose series show IC50 in µM; NS1A functional cell-based assay, percent inhibition; higher % means a stronger effect; in the data active = a potency from the dose series; inconclusive = inhibition above about 27% without an active follow-up result; note: strong numbers were not always called active
inhibitors of VEEV = inhibitors of VEEV TC-83 cytopathic effect, confirmation, Vero cells (AID 588727). 350,000 compounds, 0.13% hits. inhibition, % at 20 µM, or IC50 in µM where a hit was titrated. Vero cells, VEEV TC-83 cytopathic effect inhibition; higher % means a stronger effect; in the data active = a potency from the dose series; inconclusive = inhibition mostly from about 14% at the one dose, without a potency; inactive = the rest, 99 in 100 with inhibition below about 12%; note: strong numbers were not always called active
H37Rv inhibition = M. tuberculosis growth inhibition, HTS (AID 449762) | M. tuberculosis H37Rv growth inhibition, 7H9 media; higher % means a stronger effect | inhibition, % at 25 µM, or IC50 in µM where a hit was titrated | 330,000 compounds, 0.59% hits; in the data active = a potency from the dose series; inconclusive = inhibition above about 70% without an active follow-up result;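 note: bacterial growth assessed after seven days of incubation; strong numbers were not always called active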
M. tuberculosis = growth inhibition of non-replicating M. tuberculosis (AID 488890). inhibition, % at 25 µM, or IC50 in µM where a hit was titrated. 320,000 compounds, 0.39% hits. Mycobacterium tuberculosis non-replicating, growth inhibition; higher % means a stronger effect; in the data active = a potency from the dose series; inconclusive = inhibition mostly from about 82% at the one dose, without a potency; inactive = the rest, 99 in 100 with inhibition below about 76%;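 note: plate controls were DMSO cells for no effect and high antibiotic wells for full effect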
PhoP GFP inhibition = Inhibition of PhoP regulon, Salmonella typhi GFP reporter cells, confirmation, 4 h (AID 1850) | 310,000 compounds, 0.33% hits | Salmonella Typhi PhoP-promoter GFP reporter, fluorescence, 4 h; higher % means a stronger effect | inhibition, % at 50 µM, or IC50 in µM where a hit was titrated; in the data active = a potency from the dose series; inconclusive = inhibition mostly from about 25% at the one dose, without a potency; inactive = the rest, 99 in 100 with inhibition below about 19%;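 note: 0% = induced wells with vehicle and 100% = uninduced wells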
inhibitors of VEEV 10K pilot screen = recorded beside inhibitors of VEEV, whose call it bears; inhibition, %; measured here: 10K pilot screen inhibition
Active calls of the source: *; i = inactive; ? = inconclusive; · = no result given. An unsorted share of the library, and some 1.5% of all compounds hit somewhere here.

SMILES	influenza NS1A	inhibitors of VEEV	H37Rv inhibition	M. tuberculosis	PhoP GFP inhibition	others
COc1ccc(NC(=O)COC(=O)c2n[nH]c3ccccc23)c(OC)c1	0%	9.0%	-1%	12%	·
COc1ccc(N2CCN(C(=S)NCCc3ccccc3)CC2)cc1	4%	0.6%	-7%	73%	3%
COc1ccc(N2CCN(C(=O)c3ccc(C)c(NC(=O)c4ccco4)c3)CC2)cc1	-7%	3.4%	-1%	0%	-8%
COc1cccc(CNC(=O)c2nnn(-c3ccc(OC(F)(F)F)cc3)c2N)c1	2%	3.5%	16%	18%	-4%
COC(=O)C(C(=O)NCC1CCCO1)C1CCCCCC1 (stereo unspecified)	-4%	2.5%	-1%	-12%	-5%
COc1cccc(-c2cnc(OC(C)(C)C)nc2OC(C)(C)C)c1	13%	0.2%	-4%	-1%	-10%
NS(=O)(=O)c1ccc(NC(=O)c2ccc3c(c2)CCCC3)cc1	10%	0.8%	-2%	-4%	7%
CC(=O)Nc1ccc(C23CC4CC(CC(C4)C2)C3)cc1	-5%	1.6%	2%	54%	-4%
N=c1c2c(-c3ccccc3)c(-c3ccccc3)oc2ncn1CCCN1CCOCC1	12%	0.2%	21%	79%	-11%
COCCn1c(=O)[nH]c2cc(C(=O)N3CCN(c4ccccc4)CC3)ccc2c1=O	10%	2.8%	6%	10%	8%
CS(=O)(=O)N(CC(=O)NCCSCc1ccco1)c1ccc2c(c1)OCO2	4%	i	-7%	-16%	9%
CC1CCCC(C)N1C(=O)CSCc1ccc(Cl)cc1 (stereo unspecified)	-3%	i	-10%	5%	8%	inhibitors of VEEV 10K pilot screen=0.0
COc1ccc(C2CCCN2C(=S)Nc2cccc(C)c2)cc1OC (stereo unspecified)	13%	i	-4%	3%	-2%
O=c1c(CN2CCN(Cc3ccccc3F)C(CCO)C2)coc2ccccc12 (stereo unspecified)	-9%	0.5%	0%	33%	-4%
Cc1ccc(-c2c(C(=O)N/N=C/c3sccc3C)nnn2-c2nonc2N)cc1	6%	4.1%	4%	15%	-2%
Cc1cc(N2CCN(S(=O)(=O)c3ccc(Br)cc3)CC2)n2ncnc2n1	-1%	i	22%	12%	-24%
CNCCCOc1cc(C)cc(C)c1C	-4%	0.3%	2%	-3%	2%
CN(C)S(=O)(=O)c1c(Cl)cccc1Cl	5%	0.1%	-11%	-6%	-9%
COC(=O)CCCCCN1C(=O)NC(c2ccc(-c3ccccc3)cc2)C(C(=O)OCc2ccccc2)=C1C (stereo unspecified)	·	·	0%	-5%	-4%
CCC(CC)C1C(C#N)=C(N)Oc2c1c(=O)oc1ccccc21 (stereo unspecified)	9%	8.1%	-3%	21%	-3%
Cc1nnc(SCCn2c(N3CCCC(C)C3)nc3c2c(=O)[nH]c(=O)n3C)s1 (stereo unspecified)	-22%	1.0%	-5%	7%	-8%
COc1cc(CNC(=O)CCCC/C=C\C(C)C)ccc1O	·	·	-5%	2%	-7%
CCCCOP(=O)(OCCCC)C1(NS(=O)(=O)c2ccccc2)C=CC(=O)c2ccccc21 (stereo unspecified)	-14%	6.6%	9%	69%	-3%
COc1ccc(N(CCCN2C(=O)c3cccc4cccc(c34)C2=O)C(=O)c2cccnc2)cc1	13%	5.2%	23%	27%	27%
O=C1CCc2cc(S(=O)(=O)NCCc3ccccc3)cc3c2N1CC3	-12%	0.6%	-4%	0%	1%

In the list so far, two have fluorine.
SMILES	influenza NS1A	inhibitors of VEEV	H37Rv inhibition	M. tuberculosis	PhoP GFP inhibition	others
COc1cccc(CNC(=O)c2nnn(-c3ccc(OC(F)(F)F)cc3)c2N)c1	2%	3.5%	16%	18%	-4%
O=c1c(CN2CCN(Cc3ccccc3F)C(CCO)C2)coc2ccccc12 (stereo unspecified)	-9%	0.5%	0%	33%	-4%

Next section:
SMILES	influenza NS1A	inhibitors of VEEV	H37Rv inhibition	M. tuberculosis	PhoP GFP inhibition	others
COc1cccc(-c2noc(CCCC(=O)Nc3ccc(C(N)=O)cc3)n2)c1	-15%	7.9%	-2%	-5%	-12%
OCCOCCOc1ccc(-c2nn[nH]n2)cc1	-3%	0.8%	5%	-1%	2%
CCC(OC(=O)c1cc2sccc2n1C)C(=O)NCc1ccco1 (stereo unspecified)	-4%	i	-6%	-6%	-4%
O=C(O)C(C1CCCCC1)C1(O)CCCC1 (stereo unspecified)	3%	i	·	·	·
Cc1ccc2c(c1)C(=O)CC(c1ccc3c(c1)OCCO3)O2 (stereo unspecified)	-9%	1.2%	6%	22%	-5%
CCOC(=O)c1c(/N=C/c2cccc([N+](=O)[O-])c2O)sc(C)c1C	8%	0.6%	-3%	-19%	0%
CCCCOc1ccc(CN2CCCCC2)cc1	-3%	0.8%	3%	31%	18%
CCCCN1C(=O)C(=O)N(CC(=O)c2cc(C)n(C3CC3)c2C)C1=O	0%	1.4%	0%	1%	·
O=C(CSc1nccn1-c1ccccc1)N1CCc2ccccc21	5%	8.5%	-4%	13%	-6%
O=C1C2=C(CCCC2)C(=O)N1CNc1ccccc1	-6%	i	5%	3%	-16%
COCc1cc(=O)n2[nH]c(-c3cccc(Br)c3)cc2n1	-4%	2.3%	-2%	31%	14%
CCOC(=O)C1C(C(=O)OC)=C(C(=O)OC)c2ccccc2N1S(=O)(=O)C(F)(F)F (stereo unspecified)	-30%	0.6%	·	·	·
CCCCn1c(=O)c(C(=O)NCc2ccccc2OC)c(O)c2ccccc21	-7%	5.0%	4%	9%	-7%
Cn1c(SCCOc2ccccc2Cl)nnc1-c1ccncc1	-9%	1.1%	2%	37%	-2%
CNc1nc(SCC(=O)OC)nc(N2CCOCC2)n1	3%	2.6%	4%	6%	-20%
C=CCNC(=S)N1CCc2c([nH]c3ccccc23)C1C (stereo unspecified)	9%	2.9%	3%	25%	-21%
C=C1[C@H]2O[C@H]2[C@@H](OC(C)=O)[C@@]2(C)[C@@H](OC(C)=O)C[C@@H](OC(C)=O)[C@@](C)(O)[C@@H]2[C@@H](OC(C)=O)[C@@]2(O)[C@@H](C)C(=O)O[C@H]2[C@H]1Cl	-5%	0.2%	·	·	·
Cc1ccc(NC(=O)CCc2nc3sc4c(c3c(=O)[nH]2)CCCC4)c(Br)c1	-11%	0.8%	4%	5%	4%
CCOc1ccc(NC(=O)N2CCC(n3c(=O)[nH]c4ccccc43)CC2)cc1	5%	2.5%	1%	13%	-4%
Cc1nc2ccc(S(=O)(=O)Nc3cccc(-c4nc5cccnc5s4)c3C)cc2s1	33%	i	-4%	27%	-6%
CCOc1c(S(=O)(=O)N2CCCC2)ccc(Cl)c1Cl	4%	5.3%	0%	14%	3%
COc1ccc(OC)c(NC(=O)CCNC(=O)Cn2cnc3ccccc3c2=O)c1	-4%	1.5%	2%	-1%	10%
CC1(c2nnc(-c3cccc(Cl)c3)o2)CC(c2cccc(F)c2)=NO1 (stereo unspecified)	1%	2.4%	3%	72%	-3%
Cc1ccc(S(=O)(=O)CCc2ccccn2)cc1	3%	2.8%	-5%	-4%	1%
Cc1cc(C(F)F)n2ncc(C(=O)N3CCc4ccccc4C3)c2n1	-5%	1.3%	-3%	6%	-3%

Seven entries out of the list, sorted by length of the SMILES, lowest first:
SMILES	influenza NS1A	inhibitors of VEEV	H37Rv inhibition	M. tuberculosis	PhoP GFP inhibition	others
OCCOCCOc1ccc(-c2nn[nH]n2)cc1	-3%	0.8%	5%	-1%	2%
O=C1C2=C(CCCC2)C(=O)N1CNc1ccccc1	-6%	i	5%	3%	-16%
COC(=O)C(C(=O)NCC1CCCO1)C1CCCCCC1 (stereo unspecified)	-4%	2.5%	-1%	-12%	-5%
COc1cc(CNC(=O)CCCC/C=C\C(C)C)ccc1O	·	·	-5%	2%	-7%
C=CCNC(=S)N1CCc2c([nH]c3ccccc23)C1C (stereo unspecified)	9%	2.9%	3%	25%	-21%
Cc1cc(N2CCN(S(=O)(=O)c3ccc(Br)cc3)CC2)n2ncnc2n1	-1%	i	22%	12%	-24%
Cc1nc2ccc(S(=O)(=O)Nc3cccc(-c4nc5cccnc5s4)c3C)cc2s1	33%	i	-4%	27%	-6%

Continuation:
SMILES	influenza NS1A	inhibitors of VEEV	H37Rv inhibition	M. tuberculosis	PhoP GFP inhibition	others
CC1CCCC(C)N1NC(=O)c1cccc(S(=O)(=O)N2CCc3ccccc32)c1 (stereo unspecified)	4%	1.6%	6%	7%	-10%
Nc1nc(-c2ccc(Oc3ccccc3)cc2)cs1	-19%	2.5%	-6%	36%	-5%
COc1cccc(-c2nnc(SCCC(=O)O)n2C)c1	4%	2.5%	-10%	-11%	-4%	inhibitors of VEEV 10K pilot screen=1.7
CCN(C[C@H]1N[C@@](CC)(C(=O)OC)[C@H]2C(=O)N(Cc3ccccc3)C(=O)[C@@H]12)C(C)=O	-3%	0.2%	4%	-7%	·
CCOC(=O)c1c(C)[nH]c(NC(=O)NNC(=O)c2ccc(OC)cc2)c1C	-7%	4.0%	-7%	8%	·
CCOc1ccc(C(=O)N/N=C(\c2ccccc2)c2ccccn2)cc1	0%	?	?	?	10%
O=C(O)CSc1ncnc2sc(-c3ccccc3)cc12	8%	0.4%	-3%	-5%	3%
Cc1ccn2c(CNCCn3nc(C)cc3C)c(C(=O)N3CCCCCC3)nc2c1	6%	1.4%	-3%	5%	1%
CC(NC(=O)c1ccccc1Cl)C(=O)OCc1cn2cc(Cl)ccc2n1 (stereo unspecified)	-12%	0.8%	-7%	11%	·
Cc1cc(NCc2ccccc2)n2ncnc2n1	2%	1.3%	-4%	-8%	3%
CC(C)c1c(C(=O)N/N=C/c2cccc3ccccc23)nnn1-c1nonc1N	5%	6.0%	5%	18%	1%
CCC/C(O)=C1\C(=O)CCCC1=NCCc1c(C)[nH]c2ccc(C)cc12	14%	2.3%	-1%	1%	11%
NC(=O)CSc1nnc(-c2ccccn2)n1N	5%	0.4%	-1%	-6%	17%
COc1ccc(-c2csc3ncnc(N4CCN(CCO)CC4)c23)cc1	7%	5.1%	3%	3%	2%
Cc1ccc2c(c1)NP(=S)(Oc1ccccc1)N2 (stereo unspecified)	-14%	1.8%	·	·	·
Nc1oc2ccccc2c1C(=O)Cc1ccccc1O[C@@H]1O[C@H](CO)[C@@H](O)[C@H](O)[C@H]1O	-11%	0.2%	-6%	1%	14%
CCN(CC)c1ccc(CNC(=O)C/C(C)=N/NC(=O)COc2ccc(C)cc2Br)cc1	13%	0.7%	3%	2%	0%
O=C(CCCc1ccccc1)c1ccc2c(c1)OCCO2	-9%	i	8%	52%	2%
CC(C)(C)OC(=O)C[C@@H]1C/C=C\C[C@H](CC(=O)N[C@H](CO)Cc2ccccc2)C(=O)N[C@@H](Cc2c[nH]c3ccccc23)COC1=O	-8%	2.7%	11%	67%	·
CC(=O)Nc1ccc(S(=O)(=O)N(C)CC(=O)OC(C)C(=O)N(C)Cc2ccccc2)cc1 (stereo unspecified)	-5%	1.7%	-12%	0%	0%
CCOc1ccc(NCc2cccn2-c2nnc(N3CCC(C(=O)NCCCN4CC(C)CC(C)C4)CC3)s2)cc1 (stereo unspecified)	15%	35%	?	69%	4%
CC1C(c2ccccc2)N(C)C(c2ccccc2)CC1(O)c1ccc(F)cc1 (stereo unspecified)	-4%	2.0%	?	39%	-11%
Cn1c(SCC(=O)c2ccc(F)cc2)nnc1-c1cnccn1	1%	i	-1%	9%	0%
CS/C(N)=N/N=C/c1cc(C)ccc1O	13%	i	?	?	18%
Cc1cccc(C)c1NC(=O)Cn1cnc2c(=O)n(C)c(=O)n(C)c21	-3%	1.6%	-9%	-2%	2%
The results go on:
SMILES	influenza NS1A	inhibitors of VEEV	H37Rv inhibition	M. tuberculosis	PhoP GFP inhibition	others
COC(=O)C1CCN(CC(=O)Nc2sc3c(c2C#N)CCC3)CC1	-8%	4.8%	-4%	-14%	10%
C=CCN1C(=O)[C@@H]2Cc3c([nH]c4ccccc34)C(c3cc(OC)c(OC)c(OC)c3)N2C1=S (stereo partly specified)	12%	1.3%	55%	38%	-21%
CCN(CCn1cccn1)C(=O)c1cc(COc2cccc3cccnc23)on1	8%	3.4%	-4%	3%	3%
Nc1nnc(SCC(=O)Nc2ccc(S(=O)(=O)N3CCOCC3)cc2)s1	-1%	i	-6%	-1%	2%
COc1ccc(CNC(=O)CC2Sc3ccccc3NC2=O)cc1 (stereo unspecified)	0%	5.3%	-1%	-3%	3%
CC(C)Cc1ccc(C2=CSC3=NCCN23)cc1	9%	0.4%	-1%	?	7%
CC(=O)N1N=C(c2ccc3nccnc3c2)CC1c1ccccc1 (stereo unspecified)	-1%	3.5%	-3%	1%	-1%
O=C(Nc1ccc(Cc2ccncc2)cc1)c1cc([N+](=O)[O-])ccc1N1CCOCC1	-8%	7.9%	-3%	7%	12%
C=CCn1cc(/C=N/Nc2nc3ccccc3[nH]2)c2ccccc21	6%	9.2%	?	74%	-3%

Screens as filed in PubChem BioAssay.
